# PKM2 activator: PKM2 (human) enzyme activation. P14618. purified PKM2, Kinase-Glo ATP luminescence, activation; response scale: 0% is enzyme alone, no compound. Potency, µM (series often up to 57.5 µM), inactives show at the highest dose activation, usual class: activators. actives 0.34% (n = 260,000); also: potency is read from the fitted curve at half-maximal effect; % is scaled to controls: 0 for no effect and ±100 for the full control effect; nearly all actives have a fitted effect of over 55% in size
# Target sequence (P14618 whole entry, looked up): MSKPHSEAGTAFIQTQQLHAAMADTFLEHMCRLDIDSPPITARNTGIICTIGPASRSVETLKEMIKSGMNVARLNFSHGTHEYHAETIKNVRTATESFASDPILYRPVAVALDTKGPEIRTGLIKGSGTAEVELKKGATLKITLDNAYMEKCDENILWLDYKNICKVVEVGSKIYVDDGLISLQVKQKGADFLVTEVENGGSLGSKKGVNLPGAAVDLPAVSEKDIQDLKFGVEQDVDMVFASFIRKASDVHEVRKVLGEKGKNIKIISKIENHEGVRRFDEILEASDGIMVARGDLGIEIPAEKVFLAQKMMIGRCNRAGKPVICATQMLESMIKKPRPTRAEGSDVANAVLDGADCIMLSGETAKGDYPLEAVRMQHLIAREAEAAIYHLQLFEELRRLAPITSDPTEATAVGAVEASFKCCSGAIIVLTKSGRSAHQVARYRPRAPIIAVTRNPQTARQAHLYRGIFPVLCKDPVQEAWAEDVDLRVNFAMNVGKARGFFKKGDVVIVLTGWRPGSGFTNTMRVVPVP
#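 Purified hPK-M2 (>95% pure) converted ADP (0.1 mM final) to ATP with 0.5 mM PEP in 50 mM imidazole pH7.2, KCl, MgCl2, Tween 20, BSA; 1 h at room temperature. ATP detected by Kinase-Glo luminescence.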
# p53 reactivator: restores transcriptional activity of mutant p53. H1299 p53-A138V BP100-luciferase reporter, luminescence, 24 h. Potency, µM (top dose mostly 92.2 µM), for inactives: at the highest dose activity change, positive = activation, usual class: activators. actives 0.063% (n = 320,000). AID 504706; also: potency is read from the fitted curve at half-maximal effect; % of control where 0% means no effect; nearly all actives have a fitted effect of over 45% in size
#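 p53-null H1299 cells stably carrying temperature-sensitive p53-A138V and a BP100-luciferase reporter were pinned with compounds (4-point, 1:5 series) and held 24 hrs at 37 deg C. Luminescence was read 10 min after detection reagent.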
# NPC1 promoter act: NPC1 promoter activation | Huh7 NPC1 promoter luciferase reporter, 24 h | actives 2.4% (n = 320,000) | AID 485313 | Potency, µM (top dose mostly 9.22 µM), for inactives: at the top dose activation, usual class: activators;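 also: potency is read from the fitted curve at half-maximal effect; % of control where 0% means no effect; nearly all actives have a fitted effect of over 60% in size; reporter is driven by a mutant NPC1 promoter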
#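 In 1536-well qHTS, Huh7 cells harboring an NPC1 promoter–luciferase construct received compound for 24 h; activation was quantified by luminescence following luciferase reagent addition.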
# ELG1 genotoxic: induces genotoxicity in HEK293T cells with luciferase-tagged ELG1; HEK293T ELG1-luciferase reporter, luminescence, 16 h; Potency, µM (series often up to 46 µM), without a hit: at the highest dose activity change, positive = activation, hits mostly activators; actives 1.3% (n = 330,000); AID 504466; also: potency is read from the fitted curve at half-maximal effect; % of control where 0% means no effect; nearly all actives have a fitted effect of over 60% in size
#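 Luminescence read-out: rising ELG1-luciferase signal, reflecting elevated ELG1 protein under genetic stress, flags genotoxic compounds. Cells were treated for 16 hr at 37 °C before ONE-Glo detection.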
# RORg inh: ROR gamma (mouse) transcription inhibition; P51450; Drosophila S2 Gal4-RORgamma UAS-luciferase reporter, 20 h; Potency, µM (series often up to 53.6 µM), without a hit: at the top dose activity change, negative = inhibition, most hits filed as inhibitors; actives 5.4% (n = 310,000); AID 2551; also: potency is read from the fitted curve at half-maximal effect; % is scaled to controls: 0 for no effect and ±100 for the full control effect; nearly all actives have a fitted effect of over 60% in size
# Target sequence (P51450 whole entry, looked up, the tested form may be a part): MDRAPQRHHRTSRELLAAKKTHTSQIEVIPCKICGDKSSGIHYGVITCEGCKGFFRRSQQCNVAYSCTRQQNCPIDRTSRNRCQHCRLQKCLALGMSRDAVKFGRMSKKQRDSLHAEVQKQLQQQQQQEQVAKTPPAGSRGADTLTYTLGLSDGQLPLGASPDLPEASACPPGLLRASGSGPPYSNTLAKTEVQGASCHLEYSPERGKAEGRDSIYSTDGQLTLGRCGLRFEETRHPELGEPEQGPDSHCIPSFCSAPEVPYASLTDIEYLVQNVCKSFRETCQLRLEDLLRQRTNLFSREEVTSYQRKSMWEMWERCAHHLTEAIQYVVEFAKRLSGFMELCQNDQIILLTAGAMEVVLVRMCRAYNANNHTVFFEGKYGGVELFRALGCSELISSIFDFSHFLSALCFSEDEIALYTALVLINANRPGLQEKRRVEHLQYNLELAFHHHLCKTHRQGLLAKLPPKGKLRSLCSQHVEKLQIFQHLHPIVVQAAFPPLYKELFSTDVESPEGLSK
#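 Stably transfected Drosophila Schneider cells are the test system, with ROR gamma fused to Gal4 and luciferase under UAS control; luminescence is read after 20 hr of 700 uM copper sulfate induction at ambient temperature.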
# Rab9 promoter act: activates the Rab9 promoter; Huh7 Rab9 promoter-luciferase reporter, luminescence, 24 h; Potency, µM (series often up to 9.22 µM), without a hit: at the top dose activation, negative = inhibition, most hits filed as activators; actives 2.8% (n = 320,000); also: potency is read from the fitted curve at half-maximal effect; % of control where 0% means no effect; nearly all actives have a fitted effect of over 60% in size
#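 Promoter activation is measured as luciferase luminescence in Huh7 cells stably transfected with a Rab9 promoter–luciferase construct, following 24 h compound exposure at 37 °C and 10 min reagent incubation at ambient temperature.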
# BRCA1 expr up: increases BRCA1 expression | Potency, µM (titrated, usually from 46.1 µM), inactives show at the highest dose activation, most hits filed as activators | MCF7-BRCA1-FFLuc reporter, luminescence, 48 h; response scale: scaled: vehicle 0%, 10 µM genistein 100% | actives 1.1% (n = 380,000); also: potency is read from the fitted curve at half-maximal effect; nearly all actives have a fitted effect of over 80% in size; some results filed as inactive show a strong effect at the top dose
#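 MCF7-BRCA1-FFLuc cells, 2000/well in phenol-red-free MEM, attached 2 h then treated 48 h at 37 C. Luciferase luminescence read 15 min after reagent; normalized to genistein maximum activation (10microM) and DMSO, concentration-response fitted.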
# Giardia killer: kills Giardia lamblia; Giardia lamblia trophozoite viability; AID 540267; activity change, % at 7.66 µM, hits read low; actives 0.15% (n = 340,000); in the data active = activity change below about -80%; inconclusive = between about -30% and that limit;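 also: parasites exposed to compound for two days anaerobically before the ATP read; % is scaled to controls: 0 for no effect and ±100 for the full control effect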
#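 Trophozoites 100 cells/well + cpd; 48 hrs, 37 deg C, anaerobic. ATPLite 1-Step added, 15-30 min RT, luminescence read (ATP-based viability).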
# Menin MLL FP TR: inhibitors of human menin-MLL interaction, mutant MLL peptide; Menin + Texas Red MLL mutant peptide, fluorescence polarization; O00255; actives 0.23% (n = 270,000); Potency, µM (top dose mostly 61.6 µM), for inactives: at the highest dose FP activity change, negative = inhibition, most hits filed as inhibitors; active = well fitted inhibition curve with a large enough effect in the polarisation, with a control signal flat, not every such curve was filed as active; inconclusive = small, poorly fitted or top-dose-only effect, or effect the other way, or a change in a side signal; inactive = no such curve, though single readings can be large or run the other way; the % refers to the polarisation; also: potency is read from the fitted curve at half-maximal effect; % of control where 0% means no effect; many of its hits are not listed in these tables
# VP16 counter: Gal4-VP16 reporter inhibition counter-screen; Drosophila S2 Gal4-VP16 UAS-luciferase, luminescence, 20 h; Potency, µM (series often up to 53.6 µM), without a hit: at the highest dose activity, negative = inhibition, usual class: inhibitors; actives 3.5% (n = 310,000);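 also: Gal4-VP16 expression switched on by copper sulfate through the metallothionein promoter; potency is read from the fitted curve at half-maximal effect; % is scaled to controls: 0 for no effect and ±100 for the full control effect; nearly all actives have a fitted effect of over 50% in size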
# FLuc counter: firefly luciferase modulation, counter-screen for miR-21 project; P08659; Potency, µM (top dose mostly 57.5 µM), without a hit: at the top dose activity change, negative = inhibition, actives largely listed as inhibitors; actives 6.9% (n = 360,000); purified FLuc, Km substrates, luminescence inhibition;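 also: potency is read from the fitted curve at half-maximal effect; plate controls were vehicle for no effect and reference inhibitor for full effect; nearly all actives have a fitted effect of over 55% in size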
#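 Purified P. pyralis luciferase (10nM final) with 10uM D-luciferin and 10uM ATP (Km levels) in 50mM Tris acetate pH 7.5, 10mM Mg acetate, 0.01% Tween-20, 0.05% BSA; qHTS 6-point titration, ~60 µM downward; luminescence read.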
# Starred values were filed as active, the others as inactive; ? = inconclusive; · = no result given; & = joins results of further samples; [ ] = another dose, or the depositor's remark. Unless noted, calls follow the shape of the dose curve; as a rule, active = well fitted curve in the direction sought with a large enough effect; inconclusive = small, poorly fitted or top-dose-only effect, or another doubt; inactive = no such curve, though single readings can be large; an effect the other way counts as inactive or inconclusive.
SMILES	PKM2 activator	p53 reactivator	NPC1 promoter act	ELG1 genotoxic	RORg inh	Rab9 promoter act	BRCA1 expr up	Giardia killer	Menin MLL FP TR	VP16 counter	FLuc counter
CCCc1cc(=O)[nH]c(SCC(=O)Nc2ccccc2C#N)n1	0%	-4%	2%	-3%	0%	-1%	1%	6	-14%	-3%	3%
CCc1ccc(NC(=O)CCC(=O)Nc2nnc(C(C)C)s2)cc1	·	9%	-3%	10%	8%	0%	1%	-23	?	13%	?
Cc1ccc(Nc2nc(N)c([N+](=O)[O-])c(NCc3ccco3)n2)cc1C	5%	?	?	9%	?	26%	6%	8	?	-2%	24µM*
Cc1csc(NC(=O)C(C)Oc2ccc(Br)cc2)n1 (centres undefined)	·	-4%	-2%	1%	·	-1%	-27%	8	·	·	-3%
CCCC(C)C(=O)Nc1nc(C)c(-c2csc(Nc3ccccc3OC)n2)s1 (centres undefined)	6%	-1%	-11%	-4%	-1%	-11%	0%	-2	?	?	?
CN(Cc1ccccc1)S(=O)(=O)c1ccc2c(c1)n(C)c(=O)c(=O)n2C	4%	3%	-5%	?	-10%	-8%	-19%	31[activator]	·	2%	-2%
COc1ccc(C2=NN(C(=O)CSc3nc4ccccc4s3)C(c3ccc(F)cc3)C2)cc1 (centres undefined)	0%	1%	2%	-3%	-5%	-9%	-27%	6	-6%	-2%	0%
COC(=O)Nc1ccc(S(=O)(=O)NNC(=O)c2c(O)c3ccccc3n(C)c2=O)cc1	·	2%	-1%	0%	3%	-2%	-18%	1	?	0%	8%
CS(=O)(=O)c1cccc(C(=O)NCc2ccc(F)cc2)c1	-1%	-2%	-1%	0%	13%	0%	3%	-1	1%	-7%	3%
Cc1ccc(NS(=O)(=O)c2ccc(-c3coc(C)n3)cc2)c(C)c1	11%	3%	-1%	-2%	23%	-2%	-16%	24	5%	?	1%

# Exported with each value named: part of the list above.
> COC(=O)Nc1ccc(S(=O)(=O)NNC(=O)c2c(O)c3ccccc3n(C)c2=O)cc1
  PKM2 activator: ·	p53 reactivator: 2%	NPC1 promoter act: -1%	ELG1 genotoxic: 0%	RORg inh: 3%	Rab9 promoter act: -2%	BRCA1 expr up: -18%	Giardia killer: 1	Menin MLL FP TR: ?	VP16 counter: 0%	FLuc counter: 8%

> CS(=O)(=O)c1cccc(C(=O)NCc2ccc(F)cc2)c1
  PKM2 activator: -1%	p53 reactivator: -2%	NPC1 promoter act: -1%	ELG1 genotoxic: 0%	RORg inh: 13%	Rab9 promoter act: 0%	BRCA1 expr up: 3%	Giardia killer: -1	Menin MLL FP TR: 1%	VP16 counter: -7%	FLuc counter: 3%

> Cc1ccc(NS(=O)(=O)c2ccc(-c3coc(C)n3)cc2)c(C)c1
  PKM2 activator: 11%	p53 reactivator: 3%	NPC1 promoter act: -1%	ELG1 genotoxic: -2%	RORg inh: 23%	Rab9 promoter act: -2%	BRCA1 expr up: -16%	Giardia killer: 24	Menin MLL FP TR: 5%	VP16 counter: ?	FLuc counter: 1%

# Next section:
SMILES	PKM2 activator	p53 reactivator	NPC1 promoter act	ELG1 genotoxic	RORg inh	Rab9 promoter act	BRCA1 expr up	Giardia killer	Menin MLL FP TR	VP16 counter	FLuc counter
CSCC[C@H](NC(=O)c1ccc2c(c1)OCO2)c1nnc2ccccn12	·	0%	-1%	7%	-17%	4%	-1%	19	5%	-8%	0%
CN1C(=O)c2ccccc2N(C)C1c1ccc(F)cc1 (centres undefined)	-4%	·	-3%	-3%	30%	3%	1%	27	3%	9%	0%
CC(C)(Oc1ccc(Cl)cc1)C(=O)NCc1ccncc1	23%	-4%	-2%	2%	?	-3%	-26%	4	-17%	7%	3%
CCCC[C@]12Cc3cc(OC)c(OC)cc3C(O1)c1c(cc(-c3ccccc3)oc1=O)O2	-1%[11.5 µM]	·	-1%[1.84 µM]	·	14%[10 µM]	-1%[1.84 µM]	·	·	-6%[11.7 µM]	-1%[10 µM]	-4%[11.5 µM]
C=C(C)c1cccc(C(C)(C)NC(=O)Nc2nncs2)c1	0%	-1%	2%	-2%	2%	0%	0%	-8	·	0%	-1%
C/C(CC(=O)Nc1ccccc1C#N)=N\NC(=O)c1ccncc1	4%	-1%	2%	2%	-23%	2%	-30%	-20	-1%	-4%	-5%
COc1ccc(CN(C2CCCC2)S(=O)(=O)c2ccc(-n3cnnn3)c(OC)c2)cc1OC	15%	-3%	-2%	-19%	44%	-11%	-34%	-13	2%	-1%[0.365 µM]	5%
CC1(C)CC(=O)/C(=C\c2cccc([N+](=O)[O-])c2)C(C)(C)N1	-1%	-22%	-4%	?	?	1%	-10%	-2	-3%	?	7%
CCOC(=O)NCc1ccc2[nH]c(C)cc2c1	0%	14%	20%	?	-16%	26%	13%	6	-23%	-1%	?
CC1(C)CC(=O)C(C=NCCO)=C(O)C1	5%	15%	-1%	1%	-18%	-9%	4%	-16	9%	2%	0%
O=C1CC(c2ccc(S(=O)(=O)N3CCCCC3)cc2)CN1 (centres undefined)	0%	4%	0%	1%	-3%	-6%	4%	-16	24%	13%	6%
Cc1cc(NC(=O)C(C)SCC(=O)OC(C)C(=O)Nc2ccc(F)cc2Cl)no1 (centres undefined)	·	-2%	-1%	0%	·	-4%	-2%	1	·	·	9%
O=C1Cc2cc(S(=O)(=O)N3CCN(c4ccccc4)CC3)ccc2N1	0%	·	-2%	5%	-7%	1%	13%&7%	-14	8%	4%	11%&-6%
CCOC(=O)C1CCN(C(=O)c2ccc(NC(=O)C3CCCO3)cc2)CC1 (centres undefined)	-13%	-3%	-2%	-5%	-7%	-2%	9%	5	-3%	-5%	1%
O=C(CCC(=O)N1CCOc2ccccc21)N1CCOCC1	-23%	8%	-3%	1%	-20%	-2%	-12%	-13	-13%	3%	-4%
COc1ccc(C(c2nnnn2CC2CCCO2)N2CCC(C(N)=O)CC2)cc1 (centres undefined)	4%	-4%	-1%	7%	-7%	-7%	-22%	5	6%	-2%	5%
C/C(CC(=O)Nc1cc(Cl)ccc1Cl)=N\NC(=O)COc1cccc(C)c1	·	-1%	2%	5%	-44%	4%	-7%	11	-2%	-10%	0%
Cc1ccc(C(=O)Oc2coc(CSc3nnc(NC(=O)C4CC4)s3)cc2=O)cc1	6%	-11%	-5%	1%	?	0%	-16%	-2	-12%	11%	-12%
CC(=O)C1=C(O)C(=O)N(c2ccc(Br)cc2)C1c1ccccc1[N+](=O)[O-] (centres undefined)	-3%	·	-2%	4%	3%	-8%	-21%	-5	?	6%	1%
Cn1cncc1C#Cc1ccc2cc(CCO)oc(=O)c2c1	·	11%	13%	7%	·	-1%	-1%	19	·	·	-19%
CS(=O)(=O)N1CCCC(C(=O)c2cccc(Cl)c2)C1 (centres undefined)	-7%	5%	-4%	2%	-24%	-8%	1%	-14	-1%	-21%	-3%
CCC(C)N(C(=O)c1csnn1)C(C(=O)NCc1ccc(F)cc1)c1ccccc1 (centres undefined)	0%	-4%	2%	-5%	9%	-2%	-11%	9	6%	12%	1%
CCN(CC(=O)Nc1ccc2c(c1)OCCO2)c1ccc(S(=O)(=O)N2CCOCC2)cn1	-1%	0%	0%	-1%	16%	-9%	7%	10	-2%	1%	3%
CCOC(=O)C1CCN(S(=O)(=O)c2ccc3c(ccn3C)c2)CC1	·	-4%	-4%	1%[9.26 µM]	5%	0%	-12%	-1	11%	-5%	0%
Cn1c(-c2ccc(C(F)(F)F)cc2)cc2onc(-c3ccccc3)c2c1=O	·	22µM*	0.4µM*	?	·	0.45µM*	?	?	·	·	0.54µM*
O=C1CC(NNC(=O)c2cccc(F)c2)C(=O)N1 (centres undefined)	-6%	6%	-1%	5%	25%	-3%	7%	-12	·	23%	-6%
CS(=O)(=O)c1cnc(-c2ccccc2)nc1Oc1ccc(Cl)cc1	-19%	-1%	7%	16%	?	-4%	0%	-1	8%	-16%[0.365 µM]	3%
Cc1ccc(CNc2ccc(O)cc2)cc1	13%	-21%	-3%	8%	?	-4%	-63%	?	18µM*	?	?
O=C(COc1ccccc1Br)NCCc1nc2ccccc2[nH]1	20%	-1%	-2%	-1%	0%	-5%	-1%	1	-10%	-11%	4%
OCC1(CCOc2ccccc2)CCN(Cc2ccncc2)CC1	2%	·	-3%	-6%	-4%	-5%	1%	-2	-3%	2%	11%
Cn1ncc(Br)c1C(=O)NCc1cccs1	1%	0%	-3%	-17%	10%	-4%	4%	0	-23%	1%	-1%
CN1CCN(c2ccc([N+](=O)[O-])cc2NC(=O)c2cccs2)CC1	-2%	-6%	-3%	0%	-44%	-3%	-19%	6	·	-7%	3%

# Screening results (PubChem BioAssay)

# Only part of the results is shown; the hit share may differ from the screen's.
